Cneo AK release: causes C. neoformans cell lysis. lysis activity, % at 15 µM. AID 651654. adenylate kinase release luminescence, 4 h; normalised: neutral wells 0, clomiphene wells 100. actives 0.2% (n = 360,000);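 active = mean lysis activity across replicates of at least 80%, whatever share of replicates individually reach that level; inactive = mean lysis activity below 80%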
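Material: C. neoformans cells; Schedule: 4 h static compound exposure, 37 °C, read 1 h post-reagent; Measured by: adenylate kinase release luminescence; Read-out: signal increase indicating cell lysis; Controls: Clomiphene as positive lysis control.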
ERAP1 HTS inh: blocks human ERAP1 aminopeptidase activity; Q9NZ08; recombinant ERAP1, Leu-AMC fluorescence, 60 min; inhibition, % at 10.7 µM; actives 0.15% (n = 340,000); AID 652197;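 active = mean replicate inhibition of at least 30%, or all replicates individually reaching that 30% level; inactive = mean below 30% and not every replicate reaching it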;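 note: 0% = neutral control wells and 100% = L-leucinethiol positive control wells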
RAD52 anneal inh: inhibitors of human RAD52 DNA annealing. inhibition, % at 18.7 µM. recombinant RAD52 DNA annealing, FRET fluorescence. actives 0.46% (n = 360,000);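 active = every replicate showing at least 50% inhibition; inconclusive = mean inhibition at least 50% but not in every replicate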
Target sequence (P43351 whole entry, looked up): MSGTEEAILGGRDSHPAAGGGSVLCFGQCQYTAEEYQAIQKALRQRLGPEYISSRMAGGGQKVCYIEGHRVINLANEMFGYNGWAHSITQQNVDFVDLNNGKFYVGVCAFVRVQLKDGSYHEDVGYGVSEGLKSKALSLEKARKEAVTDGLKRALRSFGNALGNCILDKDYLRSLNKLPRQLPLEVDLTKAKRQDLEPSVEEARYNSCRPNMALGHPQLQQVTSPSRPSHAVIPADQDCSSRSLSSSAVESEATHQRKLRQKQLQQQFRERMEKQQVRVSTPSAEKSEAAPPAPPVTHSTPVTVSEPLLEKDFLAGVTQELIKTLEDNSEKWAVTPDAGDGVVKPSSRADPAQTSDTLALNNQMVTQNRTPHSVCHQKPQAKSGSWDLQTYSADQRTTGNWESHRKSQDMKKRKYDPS
miR-122 sensor: inhibitors of miR-122 in Huh7 cells; actives 0.3% (n = 340,000); Huh7 miR-122 Renilla luciferase sensor, 48 h; neutral wells = 0, positive control = 100; activation (reporter increase), % at 12.5 µM;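 active = mean replicate activation score at least 90 and every replicate individually at or above 90; inconclusive = only one of the two criteria met; inactive = neither criterion met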;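 note: higher luciferase means less miR-122 activity so hits act as miR-122 inhibitors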
E-sel inducer: E-selectin induction on HUVECs; HUVEC E-selectin immunofluorescence imaging; normalized: neutral wells 0, TNF-alpha wells 100; activation, % at 7.58 µM; actives 0.37% (n = 260,000); AID 686992;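 active = mean E-selectin-positive cell signal at least 10% of the positive control, reached in at least 60% of replicates, without over 20% cell loss; inconclusive = no rule given, readout overlaps actives, possibly toxicity-flagged; inactive = the rest, including those meeting only one limit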;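 note: in these data hits start at about 27%; measured in HUVEC primary endothelial cells; signal is the percent of cells scored E-selectin positive by PE staining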
Target sequence (P16581 whole entry, looked up): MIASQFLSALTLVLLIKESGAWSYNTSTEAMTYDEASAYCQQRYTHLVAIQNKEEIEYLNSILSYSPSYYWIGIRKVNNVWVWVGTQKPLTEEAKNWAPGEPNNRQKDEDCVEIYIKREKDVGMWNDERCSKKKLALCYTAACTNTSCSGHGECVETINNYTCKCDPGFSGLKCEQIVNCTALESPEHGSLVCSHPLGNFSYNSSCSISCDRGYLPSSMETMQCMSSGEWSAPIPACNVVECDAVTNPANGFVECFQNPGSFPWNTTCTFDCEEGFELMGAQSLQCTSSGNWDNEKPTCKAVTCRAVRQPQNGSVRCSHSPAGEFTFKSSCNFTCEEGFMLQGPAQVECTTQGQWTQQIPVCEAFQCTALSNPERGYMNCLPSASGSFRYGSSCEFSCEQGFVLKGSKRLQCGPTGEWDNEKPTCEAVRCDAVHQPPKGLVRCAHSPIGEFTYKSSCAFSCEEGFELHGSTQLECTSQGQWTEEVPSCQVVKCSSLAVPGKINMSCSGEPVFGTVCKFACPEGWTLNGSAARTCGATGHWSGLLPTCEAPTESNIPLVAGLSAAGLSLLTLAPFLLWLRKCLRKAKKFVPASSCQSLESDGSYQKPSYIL
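Test system: HUVEC | Signal: Immunofluorescence imaging | Read-out: Percent E-selectin-positive cells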
PglD DTNB: PglD (C. jejuni) enzyme inhibition | purified PglD enzyme, DTNB colorimetric CoA detection | inhibition, % at 12.5 µM | actives 0.098% (n = 360,000); in the data active = inhibition above about 16%, passing the limit was not always enough; inconclusive = no clear call, values can overlap the other calls; note: strong numbers were not always called active
RAD54 inh: RAD54 (human) branch migration inhibition. actives 0.14% (n = 360,000). inhibition, % at 10.4 µM. RAD54 Holliday junction branch migration, FAM/BHQ fluorescence. Q92698;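 active = mean normalized replicate activity at least 40 and at least half of replicates scoring 40 or more; inconclusive = only one of the two criteria met; inactive = mean below 40 and under half of replicates reaching 40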;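 note: 0% = median of neutral control wells and 100% = median of positive control wells; inhibitors cause a drop in the FAM fluorescence signal; in these data hits start at about 50%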
PGC1a acetyl inh: lowers PGC1a acetylation signal in U2OS cells; inhibition, % at 15.6 µM; AID 651687; AlphaScreen anti-acetyl-lysine; with virally co-expressed GCN5 acetyltransferase; actives 0.17% (n = 350,000);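 active = every replicate shows inhibition of at least 40%; inconclusive = mean inhibition at least 40% but some replicate below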;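 note: 0% = neutral control wells and 100% = positive control wells; some results beyond the cut were filed as inactive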
Numbers without * were called inactive; ? = inconclusive; . = no result given; [ ] = another dose, or the depositor's remark.

SMILES	Cneo AK release	ERAP1 HTS inh	RAD52 anneal inh	miR-122 sensor	E-sel inducer	PglD DTNB	RAD54 inh	PGC1a acetyl inh
CCC(C(=O)NCc1ccc(OC)cc1)n1nc(C)n2c(cc3occc32)c1=O (configuration not stated)	0	.	.	2	.	2	3	6
COC(=O)c1cc(S(=O)(=O)N2CCCC2=O)c(Cl)cc1Cl	3	6	-15	-2	-0.1	-6	-2	-18
O=C(N/N=C/c1cn(-c2ccccc2)nc1-c1cccnc1)c1ccc(F)cc1	.	8	-11	0	6.0	.	.	-2
CS(=O)(=O)N(CC1CCC1)C[C@@H]1N[C@H](CO)[C@@H]1c1ccccc1	0	.	.	7[16.7 µM]	0.1	-2	2	0
Cn1cccc1C(=O)NCc1ccccn1	.	0	-5	-1	-0.1	.	.	.
CC(NC(=O)Cc1ccc(NC2=NC3CS(=O)(=O)CC3S2)cc1)c1ccccc1 (configuration not stated)	-2	6	3	.	-0.4	3	6	.
COc1ccc(CN(CC(=O)NC2CCCC2)C(=O)CCC(=O)Nc2nccs2)cc1	1	-4	-2	1	.	-1	-2	33
CC(C1CC2CCC1C2)n1c(COc2ccccc2F)nnc1SCC(N)=O (configuration not stated)	-1	.	.	-2	.	1	-5	-7
COCCNC(=O)[C@H]1[C@H](CO)[C@H]2Cn3c(cccc3=O)[C@@H]1N2Cc1cccc(Cl)c1	-4	-2	6	.	-0.2	0	4	.
C[C@H](CO)N1C[C@H](C)[C@@H](CN(C)CC2CCCCC2)Oc2ccc(NC(=O)CCC(F)(F)F)cc2C1=O	-4	3	-2	2[16.7 µM]	.	0	-8	20
CO[C@H]1CN(C)C(=O)c2ccc(NS(=O)(=O)CC(F)(F)F)cc2OC[C@H](C)N(Cc2cccnc2)C[C@@H]1C	0	2	-1	.	-0.1	-1	-16	7
COc1ccc(N(CC(=O)NCC2CCCO2)S(=O)(=O)c2ccc(C)cc2)cc1OC (configuration not stated)	-4	.	.	-1	.	3	6	4
COc1ccc(NS(=O)(=O)c2cccc(NC(=O)C34CCC(CC3)C4)c2)cc1	7	-5	-6	8	.	-4	3	-9
c1ccc(-n2c(-c3ccco3)nnc2N2CCOCC2)cc1	-1	.	.	-3	.	-3	0	21
CC(=O)N1c2ccccc2-c2nc3ccccc3n2C1C (configuration not stated)	-4	0	-8	-3	-0.1	3	-16	7
CC(C)=CC(=O)N1CCC(N2CCC(C(=O)N3CCOCC3)CC2)CC1	.	.	-32	0	-0.9	.	.	-8
O=C1CN(C(=O)CSc2nnnn2C2CC2)c2ccccc2N1	-1	-2	-11	-1	.	2	3	-1
CC(C)C(=O)Nc1nc2c(c(=O)[nH]1)CCCC2	.	-3	-22	-6	.	.	.	0
O=S(=O)(Cc1ccccc1)N1CCCCN2[C@@H](CO)[C@@H](c3ccc(-c4ccccc4)cc3)[C@@H]2C1	2	3	-7	4[16.7 µM]	-0.2	9	0	-16
COc1ccccc1-c1cnc(C(O)c2ccc(Cl)cc2)[nH]1 (configuration not stated)	-2	-2	-15	14	0.2	-1	-4	.

As entered above.
`COc1ccccc1-c1cnc(C(O)c2ccc(Cl)cc2)[nH]1` (configuration not stated) @ RAD54 inh = -4
`CC(C)C(=O)Nc1nc2c(c(=O)[nH]1)CCCC2` @ PGC1a acetyl inh = 0

Further compounds.
SMILES	Cneo AK release	ERAP1 HTS inh	RAD52 anneal inh	miR-122 sensor	E-sel inducer	PglD DTNB	RAD54 inh	PGC1a acetyl inh
CC(C)NC(=O)C1(S(=O)(=O)c2ccccc2)CC=CC1	2	-8	-19	-4	0.1	-2	1	10
CC(Sc1nnc(C2CC2)n1C1CC1)C(=O)Nc1ccc(C(N)=O)cc1 (configuration not stated)	1	6	-4	-1	-0.1	-3	1	-4
COCC(=O)N1CCCC(CNS(=O)(=O)c2ccc(OC)cc2)C1 (configuration not stated)	.	-3	-5	.	-1.9	.	.	0
COc1ccc(S(=O)(=O)NCc2nc3nc(C)cc(C)n3n2)cc1	1	-2	-9	-4	-0.7	-1	-11	-12
Cc1nc2c(C(=O)N3CCN(c4ccccn4)CC3)cnn2c(C)c1Cc1cccc(Cl)c1	13	.	.	1	.	3	-5	5
CC(=O)NC1=NN(C(C)=O)C(C)(CS(=O)(=O)c2ccc(C)c(C)c2)S1 (configuration not stated)	4	3	-4	6	.	0	4	-6
CC(C)n1cc(CN2CCCC(C(=O)Nc3ccccc3Oc3cccnc3)C2)cn1 (configuration not stated)	-1	2	-3	5	0.5	3	12	-10
C[C@H](CO)N1C[C@H](C)[C@@H](CN(C)S(C)(=O)=O)Oc2ccc(NC(=O)C3CCCCC3)cc2CC1=O	-4	3	-16	-1[16.7 µM]	27*	-3	-1	7
Cc1c(Cl)cccc1NC(=O)C1=COCCO1	-1	0	12	-2	2.1	1	0	.
O=C1/C(=C/c2cccs2)SC(=S)N1N1CCOCC1	-5	5	-8	.	9.8	-3	-2	-5
O=C(COc1ccccc1F)NNC(=O)c1ccc2c(=O)n3c(nc2c1)CCC3	-2	-2	0	0	.	-6	9	0
CCOC(=O)N1CCN(S(=O)(=O)c2ccc(C(=O)Nc3nc4ccccc4s3)cc2)CC1	3	3	-9	-5	.	-2	7	7
C=CCN(C(=O)Cc1cccs1)c1nc(-c2ccc(S(C)(=O)=O)cc2)cs1	-3	-3	-13	4	.	-3	-4	-2
COc1ccc(C)cc1N1CC(C(=O)Nc2cccc(C(=O)NC3CC3)c2)CC1=O (configuration not stated)	1	-4	-64	-6	-1.0	1	9	.
Fc1cccc(CN2CCCCCCC2)c1	-8	.	.	2	.	4	-2	-7
C[C@H](CO)N1C[C@H](C)[C@H](CN(C)Cc2ccc(Cl)c(Cl)c2)Oc2c(NC(=O)Nc3ccc4c(c3)OCO4)cccc2C1=O	-1	0	22	?	-0.2	-4	-6	-13
C[C@H]1CN([C@@H](C)CO)S(=O)(=O)c2ccc(C3=CCCCC3)cc2O[C@H]1CN(C)Cc1cncnc1	-2	3	4	-2[16.7 µM]	0.0	2	-15	-3
COC(=O)[C@H](C)NC(=O)Nc1ccc(OC)c(OC)c1	3	.	.	14	.	5	-1	-12
COC(=O)C1=CN(Cc2ccc(OC)c(OC)c2)C=C(C(=O)OC)C1c1ccc(O)cc1	0	-83	-12	.	.	3	-3	.
Cc1onc(-c2ccccc2)c1C(=O)N1CCCC(C(F)(F)F)C1 (configuration not stated)	2	-2	-7	.	.	-8	-8	.

Record cards, from the list above. Order of values: Cneo AK release	ERAP1 HTS inh	RAD52 anneal inh	miR-122 sensor	E-sel inducer	PglD DTNB	RAD54 inh	PGC1a acetyl inh
`Cc1onc(-c2ccccc2)c1C(=O)N1CCCC(C(F)(F)F)C1` (configuration not stated) is listed with 2	-2	-7	.	.	-8	-8	.
`C[C@H]1CN([C@@H](C)CO)S(=O)(=O)c2ccc(C3=CCCCC3)cc2O[C@H]1CN(C)Cc1cncnc1` is listed with -2	3	4	-2[16.7 µM]	0.0	2	-15	-3

Continued:
SMILES	Cneo AK release	ERAP1 HTS inh	RAD52 anneal inh	miR-122 sensor	E-sel inducer	PglD DTNB	RAD54 inh	PGC1a acetyl inh
COc1ccc(CCn2c(N)cc(=O)[nH]c2=S)cc1OC	1	.	.	2	.	-4	2	14
CC(Sc1nc2ccccc2c(=O)n1CC1CCCO1)C(=O)N(C)c1ccccc1 (configuration not stated)	1	4	-5	12	.	-2	6	-1
C[C@@H]1CCCCO[C@H](CN(C)Cc2ccncc2)[C@@H](C)CN([C@@H](C)CO)C(=O)c2cc(N(C)C)ccc2O1	-3	3	4	-1[16.7 µM]	-0.2	1	-6	8
C/C(=N/NS(=O)(=O)c1cc(C)ccc1C)c1c[nH]c2ccccc12	2	4	-24	-2	-0.6	-1	-1	-3
CC(C)C(=O)Nc1ccc(NC(=O)c2ccc([N+](=O)[O-])cc2Cl)cc1	-5	3	1	-6	.	2	-1	?
Cc1cccc(C)c1NC(=S)N(CCCN1CCOCC1)Cc1cccnc1	-3	-2	-10	-5	4.3	2	-9	.
Cc1ccc(S(=O)(=O)N[C@@H]2C=C[C@H](CC(=O)NCCc3ccncc3)O[C@H]2CO)cc1	4	0	-5	.	1.0	0	3	3
C[C@H]1CN([C@@H](C)CO)C(=O)c2cc(NC(=O)Nc3ccc(F)cc3)ccc2O[C@H]1CN(C)S(=O)(=O)c1cn(C)cn1	45	-4	10	10[16.7 µM]	5.7	3	-9	-5
CN(C(=O)Cn1nc(C(=O)O)c2ccccc2c1=O)c1ccccc1	0	2	-9	-5	0.5	0	6	7
Cc1ccc(S(=O)(=O)N[C@@H]2CC[C@@H](CC(=O)NCCc3ccncc3)O[C@@H]2CO)cc1	-6	0	-9	.	0.7	-2	1	0

Overlap with the part before: 2 entries; new compounds follow.
SMILES	Cneo AK release	ERAP1 HTS inh	RAD52 anneal inh	miR-122 sensor	E-sel inducer	PglD DTNB	RAD54 inh	PGC1a acetyl inh
CN(C(=O)Cn1nc(C(=O)O)c2ccccc2c1=O)c1ccccc1	0	2	-9	-5	0.5	0	6	7
Cc1ccc(S(=O)(=O)N[C@@H]2CC[C@@H](CC(=O)NCCc3ccncc3)O[C@@H]2CO)cc1	-6	0	-9	.	0.7	-2	1	0
Cc1nnc(SCC(=O)N2CCCc3ccccc32)[nH]c1=O	1	.	.	-4	.	-5	4	3
N#Cc1ccc(CSc2nnc(-c3ccncc3)n2CCc2ccccc2)cc1	-4	.	.	-3	-0.1	-4	-3	3
CCN1C(=O)/C(=C\c2ccc3c(c2)OCO3)C(C(=O)OC)=C1C	1	.	.	2	.	-3	2	8
Cc1cccc(C)c1N1C(=O)CCC(C)(C)C1=O	3	4	5	4	0.3	8	-9	.
Cc1ccc(S(=O)(=O)N2CCN(C(=O)CN3CCN(C)CC3)C2)cc1	-3	-4	-3	5	.	5	0	-1
O=C(N/N=C/c1cccc(OCc2ccccc2)c1)c1ccc(Br)o1	-4	-1	-24	15	1.5	0	2	.
CC(C)(C)NS(=O)(=O)c1ccc(NS(=O)(=O)Cc2ccccc2)cc1	-1	.	.	0	.	-5	-11	4
Cc1cccc(N2CCN(C(=O)COc3noc4nc(C)cc(C)c34)CC2C)c1 (configuration not stated)	1	3	-23	-1	1.6	2	6	3
Cc1cc(NC(=O)NC(=O)c2cccc(OC(F)(F)C(F)F)c2)n[nH]1	-1	.	.	1	.	5	-1	1
O=C(NCCCN1CCOCC1)c1cn(-c2ccccc2)nc1-c1ccc(F)cc1	1	-5	-2	-6	.	3	2	-3
O=C(COC(=O)C1CC(=O)N(Cc2ccccc2)C1)Nc1ccc([N+](=O)[O-])cc1Br (configuration not stated)	-1	0	-12	-6	0.3	-1	1	-6
CCOC(=O)c1ccc(NC(=S)NNC(=O)c2cc(-c3cccnc3)nc3ccccc23)cc1	2	-3	-28	7	22	3	-5	.
Cc1ccc(-c2noc(-c3cc(C(C)(C)C)nn3Cc3ccccc3)n2)cc1	-7	.	-4	0	4.8	7	-16	8
O=C(c1ccc(Cl)s1)N1CCN(C23CC4CC(CC(C4)C2)C3)CC1	1	.	.	1	.	3	3	0
C[C@H]1CN([C@@H](C)CO)C(=O)c2cc(NC(=O)Cn3cnnn3)ccc2O[C@H]1CN(C)Cc1ccc(C(F)(F)F)cc1	-3	0	-15	2[16.7 µM]	-3.4	-3	2	1
CO[C@H](CN(C)C(=O)c1ccccc1F)[C@@H](C)CN([C@@H](C)CO)S(=O)(=O)c1ccc(Cl)cc1	53	0	9	.	0.0	0	4	2
Cc1cccc(NC(=O)CC2NCCNC2=O)c1 (configuration not stated)	0	-1	-8	1	.	0	-5	-3
CC(C)(C)NC(=O)C(=O)NCCC1=CCCCC1	-2	.	.	8	.	1	1	-13
CN1OC[C@@H]2CN(Cc3ccccc3)[C@H](c3ccc(-n4ccnc4)cc3)C[C@@H]21	-2	.	-1	-4	-7.0	-1	-2	-9

Screens as filed in PubChem.
